High-throughput results as filed in PubChem.
MC4R antagonist: blocks human MC4R cAMP signaling. inhibition, % at 6.5 µM. MC4R-expressing cells, MTII-stimulated cAMP, LANCE TR-FRET. 360,000 compounds, 0.48% hits. AID 540295;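 active = inhibition above its plate's cutoff, the mean of tested wells on that plate plus 3 SD, cut at about 29% in these data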;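 note: 0% = Melanotan II alone and 100% = Melanotan II plus saturating MCL0020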
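Material: U2OS-MC4R stable cell line | Reagent: Melanotan II challenge after compound preincubation | Doses: One concentration, 6.5 µM nominal | Incubation: 30-min compound preincubation, 1-h Melanotan II challenge, 1-h detection, room temperature | Signal: TR-FRET cAMP assay | Replicates: One well per compound, no replicates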
CaV13 FRET inh: Primary screen for inhibitors of IQ motif and Ca2+-dependent inactivation inhibitor domain binding in CACNA1D, Förster resonance energy transfer in living cells, …; HEK cells, CFP/YFP FRET ICDI-IQ, plate reader, 10 min; percent FRET-ratio fall versus neutral wells; inhibition, % at 12.3 µM; 340,000 compounds, 0.098% hits;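 active = mean replicate inhibition of at least 30% and at least 1% of replicates passing that level; inconclusive = only one of the two criteria is met; inactive = neither criterion is met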;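 note: 0% = median of the neutral control wells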
PDI turbidity: blocks human protein disulfide isomerase activity | 350,000 compounds, 0.052% hits | AID 588391 | inhibition, % at 10 µM | PDI insulin aggregation turbidity, A650, 90 min | P07237;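 active = mean inhibition across replicates of 30% or more, whatever share of single replicates reach that level; inconclusive = mean inhibition below 30% while every single replicate reaches 30%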;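 note: absorbance from insulin aggregation driven by PDI reduction with DTT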
ABCB6 inh MLPCN: blocks the human ABCB6 transporter; fluorescence ratio to DMSO, % at 10 µM; K562-ABCB6 porphyrin accumulation, flow cytometry, 1 h; hits give low values; Q9NP58; 360,000 compounds, 0.19% hits;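 active = fluorescence ratio to DMSO below 75%, the collection mean minus 3 SD; inconclusive = too few cells collected in the well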;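 note: signal is porphyrin accumulated inside mitochondria; 100% equals median channel fluorescence of DMSO control wells; lower ratio means ABCB6 inhibition with less porphyrin fluorescence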
Target sequence (Q9NP58 whole entry, looked up): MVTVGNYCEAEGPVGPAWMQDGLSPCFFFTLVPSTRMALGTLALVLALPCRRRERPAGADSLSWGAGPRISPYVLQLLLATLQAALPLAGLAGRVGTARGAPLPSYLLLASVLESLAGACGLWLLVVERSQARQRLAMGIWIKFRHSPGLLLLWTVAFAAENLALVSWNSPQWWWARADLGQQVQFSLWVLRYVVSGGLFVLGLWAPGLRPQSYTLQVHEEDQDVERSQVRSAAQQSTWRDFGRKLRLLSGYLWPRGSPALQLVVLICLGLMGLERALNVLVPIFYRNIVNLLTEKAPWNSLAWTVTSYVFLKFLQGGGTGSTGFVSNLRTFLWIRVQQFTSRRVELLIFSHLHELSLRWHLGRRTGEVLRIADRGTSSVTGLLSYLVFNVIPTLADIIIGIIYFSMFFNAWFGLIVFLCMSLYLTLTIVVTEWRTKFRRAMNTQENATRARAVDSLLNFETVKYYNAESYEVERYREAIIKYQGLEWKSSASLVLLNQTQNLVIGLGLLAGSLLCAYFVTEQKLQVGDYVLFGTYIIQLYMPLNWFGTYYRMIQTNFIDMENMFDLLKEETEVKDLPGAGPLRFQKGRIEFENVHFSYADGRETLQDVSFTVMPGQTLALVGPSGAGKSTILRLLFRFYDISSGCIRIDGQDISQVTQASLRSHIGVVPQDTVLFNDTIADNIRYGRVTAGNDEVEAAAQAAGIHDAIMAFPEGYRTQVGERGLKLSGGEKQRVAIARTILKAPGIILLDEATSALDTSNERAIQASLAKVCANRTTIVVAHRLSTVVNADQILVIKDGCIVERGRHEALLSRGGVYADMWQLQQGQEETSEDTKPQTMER
MC4R barr agon: agonists of human melanocortin 4 receptor (MC4R) beta-arrestin. U2OS MC4R beta-arrestin complementation, luminescence; percent of melanotan II response, DMSO zero. P32245. activation, % at 8.9 µM. 360,000 compounds, 0.98% hits;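 active = activation above a per-plate cutoff, the mean activation of sample wells on that plate plus 3 SD, cut at about 8% in these data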
m5-HT2A agonist: mouse HTR2A agonism via beta-arrestin recruitment | P35363 | 360,000 compounds, 0.66% hits | CHO-K1 mHTR2A beta-arrestin complementation, luminescence; percent of 30 µM serotonin response | activation, % at 7.6 µM;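 active = activation above a run cutoff, the mean activation of all tested compounds plus 3 SD, cut at about 14% in these data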;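 note: 0% = plate median of compound wells and 100% = 30 µM serotonin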
Glyco luc inh: N-linked glycosylation inhibition. D54 ERlucT glycosylation luciferase reporter, 24 h; percent of 100 nM tunicamycin response. 360,000 compounds, 0.23% hits. reporter increase, % at 12.5 µM;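 active = mean luciferase reporter signal, scaled so untreated is 0 and the glycosylation-blocking control 100, at or above a set limit in every replicate; inconclusive = mean reaches the limit but not every replicate does; inactive = mean below the limit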;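 note: luciferase carries N-glycosylation sites so blocking glycosylation raises the light; 0% = median of neutral control wells and 100% = median of 100 nM tunicamycin wells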
aDG glyco act: alpha-DG glycosylation activation | 360,000 compounds, 0.22% hits | activation, % at 10 µM | Pro5-aDG cells, alpha-DG glycosylation AlphaScreen (IIH6); 0% Pro5, 100% B10-LARGE cell signal;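 active = activation of at least 8% versus controls, or a plate z-score of at least 8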;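 note: Pro5 are CHO cells carrying HIG-tagged alpha-DG that lacks glycosylation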
Cardio protect: protects H9c2 cardiomyocytes from peroxide injury | protection from H2O2 cell death, % at 20 µM | 360,000 compounds, 0.63% hits | H2O2 injury protection, ATPLite, 2 h;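 active = compounds giving at least 50% protection of heart cells from peroxide-induced death in the single-dose screen, raw or plate-pattern-corrected value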;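 note: 0% = DMSO wells with peroxide and 100% = DMSO wells without peroxide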
Vif inh: blocks HIV Vif function; 340,000 compounds, 0.35% hits; HEK293T cells, Vif self-association by quenched fluorescence, imaging, 24 h; inhibition, % at 7.49 µM; AID 602346; in the data active = inhibition above about 50%, passing the limit was not always enough; inconclusive = no clear call, values can overlap the other calls; inactive = below about 31%; note: some results filed as inactive read as strong as hits
* hit, by the source's call; u = inconclusive; x = not tested or not shown.

Compound	MC4R antagonist	CaV13 FRET inh	PDI turbidity	ABCB6 inh MLPCN	MC4R barr agon	m5-HT2A agonist	Glyco luc inh	aDG glyco act	Cardio protect	Vif inh
CCCN(C(=O)CSc1n[nH]c(-c2ccc(OC)cc2)n1)c1c(N)n(Cc2ccccc2)c(=O)[nH]c1=O	7	-13	-1	122	2.6	1	1	-0.1	-9	9
CC1(C)Cc2c(c(N3CCOCC3)nc3sc(C#N)c(N)c23)CS1	-5	x	9	90	-0.5	-7	13	-0.2	5	1
CCOC(=O)C(C)Oc1cccc2c(=O)n(CC(=O)Nc3ccc4c(c3)OCCO4)ccc12 (configuration not stated)	-1	-7	x	100	0.6	3	-2	0.0	1	2
CCc1ccc(NC(=O)Cn2nc(C(=O)O)c3ccccc3c2=O)cc1	24	-4	1	99	6.4	7	1	-0.2	18	12
CCNC(=O)COc1cc(C)c(Br)c(C)c1	3	-7	-1	97	-0.8	-3	3	-0.3	-4	-5
Cc1cccc(C)c1-n1c(SCC(=O)Nc2ccc(C(=O)O)cc2)nnc1-c1cccc(S(=O)(=O)N(C)C)c1	10	-4	5	100	-0.5	-2	2	-0.2	-1	0
O=[N+]([O-])c1ccc(Cl)cc1N1CCCC1	12	5	3	105	-4.2	3	1	0.0	7	9
CC(C)(C)NC(=O)C(c1ccc(O)cc1)N(Cc1ccc2c(c1)OCO2)C(=O)CCl (configuration not stated)	5	-2	-2	93	0.0	2	3	0.3	6	80*
CC1(C)Cc2nc(N3CCCC3)c(C#N)cc2CO1	-5	-7	9	93	-0.7	0	-2	-0.2	12	6
CCCCN(CC)C(=O)Cc1c(C(=O)O)[nH]c2ccc(Cl)cc12	2	-6	9	105	0.6	4	-1	-0.3	2	6
COCCCNc1nc2ccccc2nc1NS(=O)(=O)c1ccc(C)c(C)c1	1	-3	1	84	-0.5	-2	0	-0.2	-3	1
CCN(CC(=O)Nc1c(F)cccc1F)C(=O)c1cccc(S(=O)(=O)N2CCCc3ccccc32)c1	3	-19	0	100	-1.2	-1	-2	0.5	-6	-1
CC(C)CNC(=O)C(=O)Nc1cc2c3c(c1)C(C)C(=O)N3CCC2 (configuration not stated)	3	-2	0	97	-0.6	7	3	-0.2	-3	-2
C=CCn1c(-c2cccc(OCC)c2)n[nH]c1=S	0	-1	-4	99	-3.2	3	4	0.1	-1	-4
CC(=O)CCCC(NS(=O)(=O)CCC(Cl)(Cl)Cl)c1ccccc1 (configuration not stated)	2	-10	3	102	-0.2	-3	3	-0.1	8	-6
C=CCNC(=O)/C(=C\c1ccco1)NC(=O)c1ccco1	11	0	5	100	-0.2	-2	1	-0.1	-4	2
O=C(NCCN1CCC(n2c(=O)[nH]c3ccccc32)CC1)c1ccncc1	x	-9	x	97	x	-1	x	0.0	x	x
Cc1c(C(=O)NCC2COc3ccccc3O2)oc2ccc(S(=O)(=O)N3CCOCC3)cc12 (configuration not stated)	7	12	-8	96	1.1	9	-6	-0.5	60*	-14
CCN(CC)CCOC(=O)c1cccc2c1-c1ccccc1C2O (configuration not stated)	-3	-2	4	100	-1.3	9	1	-0.1	10	4
CCc1ccc(N(CC(=O)NCCc2ccccc2)C(=O)CCC(=O)Nc2ccccn2)cc1	3	-7	-3	97	0.2	4	6	0.1	0	-5
COC(=O)C(Cc1ccccc1)NC(=O)CCNC(=O)c1ccco1 (configuration not stated)	-4	-8	-1	96	-2.1	-6	4	-0.1	2	6
Cc1ncsc1C(=O)Nc1nc2c(s1)CC(C)CC2 (configuration not stated)	5	-5	12	101	0.8	6	-3	-0.1	-9	-3
COc1cc(C)ccc1S(=O)(=O)NC(=O)C1(C)CCN1C(=O)c1ccc(C2CCCCC2)cc1 (configuration not stated)	0	-6	0	103	0.2	2	1	0.3	-2	12
CCOC(=O)c1sc(NC(=O)c2ccncc2)nc1C	-5	x	-2	92	2.4	11	2	0.0	-14	-3
O=S(=O)(Nc1ccc2cn[nH]c2c1)c1ccccc1	1	-3	-1	96	2.0	0	-1	-0.1	3	-3
O=C1c2cccnc2C(O)N1Cc1ccco1 (configuration not stated)	12	-8	5	96	-3.0	1	0	-0.2	0	x
Cn1c(SCC(=O)NCc2ccc(F)cc2)nc2ccccc21	-6	-5	2	99	-3.4	-2	0	0.1	4	16
COC(C(=O)Nc1cc([N+](=O)[O-])ccc1C)c1ccccc1 (configuration not stated)	16	-4	4	104	-2.1	-2	-1	-0.1	4	-7
O=C(NCCN1CCOCC1)c1cc(-c2cccs2)nc2ccccc12	5	-7	-1	98	-3.6	0	1	-0.2	2	6
COc1ccc(O)c(/C=N/N=C/c2cccc([N+](=O)[O-])c2)c1	5	-5	-2	97	-0.3	4	-1	0.0	-4	0
O=C(NCc1cccnc1)c1ccc(-c2cc3ccccc3oc2=O)cc1	20	-3	-1	99	-0.1	-6	-4	5.6*	-13	4
COc1cc(C)nc(N2CCCC(C(=O)Nc3cc(Cl)ccc3OC)C2)n1 (configuration not stated)	5	-5	-2	90	4.6	2	-2	0.0	0	-3
O=[N+]([O-])c1cccc(C2=NCCC(c3ccccc3)O2)c1 (configuration not stated)	-8	-5	-5	102	-0.7	7	2	0.0	-3	2
CN(CC(=O)Nc1ccccc1Cl)C(=O)COC(=O)Cc1ccc(F)cc1	15	-4	-6	96	-2.3	2	1	-0.5	4	x
COc1cccc(NC(=O)C(OC(=O)/C=C/c2ccc3c(c2)OCO3)c2ccccc2)c1 (configuration not stated)	-1	-4	2	97	-1.6	-4	-2	-0.1	-2	-8
COc1ccccc1N(C)S(=O)(=O)c1ccc(C(=O)OCC(=O)NCC(F)(F)F)cc1	8	-7	0	96	-1.6	-1	2	0.3	1	-1
CSc1ccccc1C(=O)C1CCCN(C(=O)c2cccc(Cn3cccn3)c2)C1 (configuration not stated)	2	-5	3	96	1.5	1	-1	0.0	0	-7
COc1ccccc1S(=O)Cc1ccc(C(=O)NCCc2ccc(Cl)cc2)o1 (configuration not stated)	-1	x	-3	94	0.5	-3	-4	0.1	3	-10
COc1ccc(C(=O)NC(=O)COC(=O)c2ccc(C)o2)cc1	10	-3	3	95	-0.9	-3	-1	0.0	8	-10
CCc1ccc(S(=O)(=O)Nc2c(C)n(C)n(-c3ccccc3)c2=O)cc1	1	-14	-11	95	-0.3	-2	1	-0.1	0	7
Cc1cc(C)cc(NC(=O)CCC(=O)Nc2nnc(C(F)(F)F)s2)c1	5	-19	5	99	-0.8	-3	2	-0.1	0	-3
O=C(Nc1ccc2c(c1)OCO2)Nc1ccccn1	-5	-2	-15	104	0.5	7	-5	3.0	-7	-5
Cc1nn(-c2ccccc2)c(Cl)c1/C=C1\SC(=S)NC1=O	10	x	-4	95	-1.4	0	-1	0.4	-17	-14
COC(=O)c1ccccc1S(=O)(=O)Nc1ccc(OC)nc1	11	-1	4	83	1.1	5	0	-0.2	3	5
Cc1c(C(=O)Nc2c(C)n(C)n(-c3ccccc3)c2=O)oc2ccc(Cl)cc12	-1	-6	-20	94	-0.1	12	8	0.2	-3	-4
CS(=O)(=O)N1CCCC(C(=O)N2CCOCC2)C1 (configuration not stated)	2	-8	5	100	-1.4	-1	1	-0.1	3	14
CCOC(=O)c1c(NC(=O)Cn2c(=O)oc3ccccc32)oc(C)c1C(C)=O	4	-2	-4	96	2.8	1	1	-0.2	-10	12
CC(C)c1ccccc1NC(=O)CNC(C)c1ccc(F)cc1 (configuration not stated)	-2	-1	9	95	-0.2	-4	-1	0.5	-6	14
COC(=O)c1c(C(=O)OC)c(C)n(Cc2ccco2)c1C	0	-5	-1	90	0.8	-4	0	0.2	0	9
O=c1cc(-c2cccc([N+](=O)[O-])c2)[nH][nH]1	1	-6	-3	94	-0.2	0	1	-0.1	0	2

The results go on:
Compound	MC4R antagonist	CaV13 FRET inh	PDI turbidity	ABCB6 inh MLPCN	MC4R barr agon	m5-HT2A agonist	Glyco luc inh	aDG glyco act	Cardio protect	Vif inh
Cc1cccc(C)c1NC(=O)c1ccc(-c2cc(F)ccc2F)o1	13	-6	-5	95	-0.7	-5	-2	-0.2	1	-13
Cc1c(CC(C)C)nc(N)c(C#N)c1-c1ccccc1	-3	x	0	103	-0.8	-4	-2	0.2	1	u
COc1cc(OC)cc(-c2oc3cccnc3c2C#CCCO)c1	4	-4	-1	96	-0.3	7	12	0.2	56*	-3
CCCn1c(=O)c2sccc2n2c(CCCC(=O)NC3CCN(Cc4ccccc4)CC3)nnc12	8	-5	0	91	-0.6	-1	2	-0.2	11	-1
Cc1nnc(NC(=O)CCC(=O)N2CCN(S(=O)(=O)c3cc([N+](=O)[O-])ccc3C)CC2)s1	5	-5	5	101	-0.3	-1	2	0.4	6	20
Fc1ccc(-c2csc3ncnc(Nc4ccc(N5CCOCC5)cc4)c23)cc1	9	-8	2	95	0.4	-3	-5	0.2	-4	-8
NC(=O)Nc1ccc(C(=O)OCC(=O)NCc2ccc3c(c2)OCO3)cc1	1	-1	0	102	2.0	4	1	-0.2	0	8
COc1ccc(CNc2cccc3[nH]c(C(F)(F)F)nc23)cc1OC	-4	-2	-36	99	-3.3	-5	0	0.2	-5	-11
CN(C(=O)c1cccs1)c1ccccc1C(=O)O	0	-4	-7	95	0.1	-1	1	-0.2	3	-9
COc1ccc(S(=O)(=O)N2CCCOC2CNC(=O)C(=O)NCCCN2CCOCC2)cc1C (configuration not stated)	6	-9	-1	96	-2.5	1	3	0.0	1	8
Cc1ccc(C(=O)NCCc2nnc3ccc(SCC(=O)NCc4ccc(F)cc4)nn23)cc1	1	-3	5	97	0.6	7	0	0.0	-1	11
Cc1ccc(C(=O)NCCCn2ccnc2)cn1	1	x	1	96	-1.2	1	4	-0.1	6	-11
Nc1nc(N)c(Br)c(Nc2ccc(Cl)c(Cl)c2)n1	6	-5	3	100	1.7	2	-3	0.3	-11	-13
CCOc1ccccc1OCCCC(=O)Nc1sccc1C(N)=O	3	-19	13	97	-1.1	10	5	0.3	4	-1
CC(=O)c1ccc(Nc2cnn(C34CC5CC(CC(CC(=O)O)(C5)C3)C4)c(=O)c2Cl)cc1	1	5	0	101	-1.7	6	2	-0.4	7	1
Cc1cc(C)c(OCC(=O)OC(C)C(=O)N2CCc3ccccc32)c(C)c1 (configuration not stated)	-5	-7	-2	95	0.7	0	1	-0.2	-2	12
